ZTA DNA inh = ZTA (EBV) inhibition in EBNA-1 counter-screen; P03206; ZTA-DNA binding, fluorescence polarization; inhibition, % at 11 µM; 0.15% of 320,000 active; AID 2234; in the data active = inhibition above about 33%
EBNA-1 inh = blocks EBNA-1 binding to DNA; AID 1950; 0.34% of 300,000 active; EBNA-1 DNA binding, fluorescence polarization; inhibition, % at 14.8 µM; in the data active = inhibition above about 28%
PAFAH2 inh = PAFAH2 (human) inhibition. Q99487. recombinant PAFAH2, FP-rhodamine activity probe, fluorescence polarization. inhibition, % at 3.39 µM. 0.99% of 340,000 active;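 active = inhibition above the mean over all tested compounds plus 3 SD, cut at about 30% in these data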;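 also: inhibitors block probe labeling of enzyme so polarization drops; 0% = enzyme with DMSO and 100% = wells lacking PAFAH2 protein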
PREPL inhibitor = inhibitors of human prolyl oligopeptidase-like enzyme PREPL. recombinant PREPL, fluorescence polarization activity-based probe. 0.68% of 320,000 active. inhibition, % at 5.96 µM. AID 2751; in the data active = inhibition above about 43%;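 also: 0% = enzyme with DMSO and 100% = wells lacking enzyme; many of its hits are not listed in these tables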
pPAFAH FP inh = pPAFAH (human) enzyme inhibition. recombinant pPAFAH, FP-rhodamine probe fluorescence polarization. inhibition, % at 3.39 µM. 1.5% of 330,000 active;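 active = inhibition above the mean inhibition across the screen plus 3 SD, cut at about 25% in these data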;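 also: inhibitors block binding of the rhodamine activity-based probe so polarization drops; 0% = enzyme with DMSO and 100% = wells lacking pPAFAH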
Target sequence (Q13093 whole entry, looked up): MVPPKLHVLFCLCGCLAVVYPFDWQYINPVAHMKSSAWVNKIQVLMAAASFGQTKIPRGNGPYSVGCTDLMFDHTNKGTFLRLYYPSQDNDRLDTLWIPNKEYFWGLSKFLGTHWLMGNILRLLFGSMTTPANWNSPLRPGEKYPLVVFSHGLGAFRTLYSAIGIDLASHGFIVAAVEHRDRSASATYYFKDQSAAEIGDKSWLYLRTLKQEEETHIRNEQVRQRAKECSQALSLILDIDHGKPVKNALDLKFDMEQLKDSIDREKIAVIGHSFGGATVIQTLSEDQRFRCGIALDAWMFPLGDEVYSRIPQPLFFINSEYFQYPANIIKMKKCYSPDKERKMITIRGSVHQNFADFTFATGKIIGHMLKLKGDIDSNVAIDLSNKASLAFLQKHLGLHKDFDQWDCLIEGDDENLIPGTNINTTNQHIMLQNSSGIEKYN
LYPLA2 counter = blocks human lysophospholipase 2, a PME1 counter-screen; recombinant LYPLA2, FP-Rh probe fluorescence polarization; O95372; 0.38% of 320,000 active; inhibition, % at 5.9 µM;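 active = inhibition above the screen-wide mean plus 3 SD, limit set per campaign, cut at about 26% in these data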;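 also: 0% = LYPLA2 with DMSO and 100% = wells lacking LYPLA2 enzyme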
Target sequence (O95372 whole entry, looked up): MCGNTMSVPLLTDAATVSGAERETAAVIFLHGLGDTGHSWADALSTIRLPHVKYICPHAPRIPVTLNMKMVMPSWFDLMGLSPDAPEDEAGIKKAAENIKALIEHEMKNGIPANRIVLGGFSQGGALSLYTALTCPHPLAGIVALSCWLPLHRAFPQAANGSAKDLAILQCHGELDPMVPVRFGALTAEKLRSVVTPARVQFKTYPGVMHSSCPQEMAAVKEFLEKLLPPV
PAFAH1B3 FP inh = inhibitors of human PAFAH1B3. inhibition, % at 3.39 µM. recombinant PAFAH1B3, FP-rhodamine probe, fluorescence polarization. Q15102. 0.28% of 340,000 active. AID 492972;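 active = inhibition above the screen-wide average of all tested compounds plus 3 SD, cut at about 25% in these data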;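 also: 0% = enzyme with DMSO only and 100% = wells lacking PAFAH1B3 protein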
Target sequence (Q15102 whole entry, looked up): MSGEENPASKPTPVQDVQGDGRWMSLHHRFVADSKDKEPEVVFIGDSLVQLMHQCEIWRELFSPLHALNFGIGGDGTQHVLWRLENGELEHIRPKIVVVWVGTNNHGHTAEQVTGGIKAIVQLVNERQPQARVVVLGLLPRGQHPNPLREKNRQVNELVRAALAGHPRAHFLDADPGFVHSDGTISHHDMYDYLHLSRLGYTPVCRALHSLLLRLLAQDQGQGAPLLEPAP
PAFAH1B2 inh = inhibitors of human PAFAH1B2. recombinant PAFAH1B2, FP-rhodamine activity probe, fluorescence polarization. 1.2% of 340,000 active. inhibition, % at 3.39 µM. P68402;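 active = inhibition above the mean of all tested compounds plus 3 SD, cut at about 24% in these data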;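 also: 0% = enzyme with DMSO and 100% = wells lacking PAFAH1B2; many of its hits are not listed in these tables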
LYPLA1 counter = LYPLA1 (human) inhibition in PME1 counter-screen; O75608; recombinant LYPLA1, FP-Rh probe fluorescence polarization; inhibition, % at 5.9 µM; 0.16% of 320,000 active; AID 2174;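 active = inhibition above the mean of all tested compounds plus 3 SD, set per campaign, cut at about 14% in these data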;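 also: inhibitors block serine hydrolase probe labeling of LYPLA1 so polarization falls; 0% = enzyme with DMSO and 100% = wells lacking LYPLA1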
* = called active by the depositor; / = no result given. The list is partial; count on the stated rates, not on these rows.

SMILES	ZTA DNA inh	EBNA-1 inh	PAFAH2 inh	PREPL inhibitor	pPAFAH FP inh	LYPLA2 counter	PAFAH1B3 FP inh	PAFAH1B2 inh	LYPLA1 counter
CC(=O)Nc1ccccc1C(=O)OCC(=O)Nc1ncccn1	0	-5	3	-5	3	-2	10	3	-3
CCOC(=O)c1ccc(NC(=O)C2C3C=CC(O3)C2C(=O)O)cc1 (stereo not given)	-20	-13	/	-4	2	0	/	/	4
C/C=C/CC#N	-2	/	-1	-2	0	-2	4	2	3
CCOc1cccc(CNCCc2c(C)[nH]c3ccc(OC(F)(F)F)cc23)c1O	-14	-10	-2	10	6	-5	7	-4	1
C=CCOc1ccc(CC2C(=O)N(C)C(=O)N(C)C2=O)cc1	10	-5	-10	6	-2	-8	8	-1	-7
COc1ccc(OCC(=O)N2CCN(C/C=C/c3ccccc3)CC2)cc1	-13	-2	5	13	-7	10	-6	-5	3
CC12CN3CC(C)(CN(C1)C31CCOCC1)C2=O	1	8	0	1	1	4	-1	-1	-1
CCC(=NCCCn1ccnc1)c1c(O)n(-c2ccc(OC)cc2)c(=O)[nH]c1=O	-8	-1	-4	-5	6	4	7	-5	1
O=C(O)CCC(=O)NCCC1=c2ccccc2=N/C1=C\c1c(O)n(Cc2ccc(F)cc2)c(=S)[nH]c1=O	7	8	38*	2	14	-10	-2	41*	-5
COc1ccc(CN2CCN(Cc3ccccc3OC)CC2)cc1	-19	-7	-6	2	-7	10	7	-1	5
COc1ccccc1N(CC(=O)NC1CCCCC1)C(=O)c1cnn(C(C)C)c1	2	-6	-5	-3	21	9	6	-1	0
O=[N+]([O-])c1cc(F)c(N2CCCC2)cc1N1CCNCC1	-2	-1	/	5	-3	3	/	/	0
O=c1[nH]c(=O)n(-c2ccc(F)cc2)c(O)c1/C=C1\C=Nc2ccccc21	7	3	5	0	2	2	0	1	-1
Cc1ccc(NC(=O)CCNC(=O)N2C[C@H]3C[C@@H](C2)c2cccc(=O)n2C3)c(C)c1	5	-5	1	-1	2	2	5	3	-1
CC(C)CN1CCN(Cc2ccccc2C(F)(F)F)CC1CCO (stereo not given)	-13	-8	4	19	-2	4	0	0	0
CCOC(=O)c1ccc2[nH]c(-c3ccc(S(=O)(=O)F)cc3)cc(=O)c2c1	21	10	8	1	28*	1	8	8	4
COC(=O)C1=C(c2ccc(F)cc2F)C[C@@H]2CC[C@H]1N2C(=O)N1CCOCC1	-10	/	0	13	0	8	-3	3	1
CCCCn1c(O)c(C(CC)=NCCc2ccccc2)c(=O)[nH]c1=O	-1	-11	3	8	5	0	2	2	-1
CC(C)OC12Oc3ccccc3C=C1N1CCC2CC1 (stereo not given)	5	-4	6	6	2	-1	2	0	0
CN1C(=O)/C(=C/c2ccc(Cl)s2)C(=O)NC1=S	0	-4	1	-6	-9	-1	-2	-1	-3
CC(=O)NC(C)Cc1ccccc1 (stereo not given)	2	-7	-4	-6	3	5	5	2	3
CNC(C(=O)c1ccccc1)C(OC)c1ccccc1 (stereo not given)	-9	2	5	2	-4	2	13	8	-2
CC(NCC#Cc1ccccc1)C(O)c1ccccc1 (stereo not given)	7	3	-5	-30	3	-2	-6	5	-1
CN[C@@H]1C[C@@H](c2ccc(Cl)c(Cl)c2)c2ccccc21	8	3	/	-47	3	9	/	/	-2

Part of the list above, as labelled records:
Compound: CC(NCC#Cc1ccccc1)C(O)c1ccccc1 (stereo not given)
  ZTA DNA inh: 7	EBNA-1 inh: 3	PAFAH2 inh: -5	PREPL inhibitor: -30	pPAFAH FP inh: 3	LYPLA2 counter: -2	PAFAH1B3 FP inh: -6	PAFAH1B2 inh: 5	LYPLA1 counter: -1

Compound: CN[C@@H]1C[C@@H](c2ccc(Cl)c(Cl)c2)c2ccccc21
  ZTA DNA inh: 8	EBNA-1 inh: 3	PAFAH2 inh: /	PREPL inhibitor: -47	pPAFAH FP inh: 3	LYPLA2 counter: 9	PAFAH1B3 FP inh: /	PAFAH1B2 inh: /	LYPLA1 counter: -2

Continuation:
SMILES	ZTA DNA inh	EBNA-1 inh	PAFAH2 inh	PREPL inhibitor	pPAFAH FP inh	LYPLA2 counter	PAFAH1B3 FP inh	PAFAH1B2 inh	LYPLA1 counter
O=c1c2ccccc2nc(/C=C/c2ccccn2)n1-c1ccccc1	151*	118*	8	3	0	2	1	4	-4
CC1(C)CC(=O)C(C=NCCN2CCN(C(=O)Cc3ccc(Cl)cc3)CC2)=C(O)C1	-6	-7	3	10	4	0	5	2	-2
CCC(C)n1c(O)c(C=NCC2CCCO2)c(=O)[nH]c1=S (stereo not given)	-7	-8	51*	17	9	6	-7	2	3
CCCCCCC(=O)N/N=C/c1c(O)n(CCc2ccccc2)c(=O)[nH]c1=O	-2	9	-1	12	6	2	15	17	1
CCCCn1c(O)c(/C=N/NC(=O)c2ccncc2)c(=O)[nH]c1=O	7	-8	4	4	2	-3	16	3	-2
COc1ccc(-n2c(/C=C/c3ccc(O)cc3)nc3ccccc3c2=O)cc1	-8	9	-1	6	10	-4	11	0	1
Cc1cccc(NP(=O)(Oc2ccccc2F)Oc2ccccc2F)c1C	-16	-2	3	-4	4	8	-1	1	-1
COC(=O)C(O)(c1ccc(NC(=S)NC(=O)c2ccccc2)cc1)C(F)(F)F (stereo not given)	-4	1	-2	5	34*	-7	4	-3	-7
COC(=O)C1=C(c2ccccc2)C[C@@H]2CC[C@H]1N2C(=O)NC1CCCCC1	0	-6	7	-7	1	3	4	-2	0
CCCCNc1ccncc1S(=O)(=O)NC(=O)NC(C)C	2	2	-3	-5	4	1	1	7	1
CC(C)OP(=O)(Oc1ccc(C(O)C(Cl)(Cl)Cl)cc1)OC(C)C (stereo not given)	-8	-2	6	10	2	3	9	11	2
CSc1nnc([C@@H](N)Cc2c[nH]c3ccccc23)o1	-22	-2	1	11	7	5	4	0	3
COC(=O)C1=C(c2c(C)noc2C)C[C@@H]2CC[C@H]1N2C(=O)NCc1ccc(F)cc1	12	/	1	-2	1	7	9	18	5
CC(C)CCNC(=O)c1c(N)n(Cc2ccc3c(c2)OCO3)c2nc3ccccc3nc12	7	3	2	1	0	-9	-1	3	-6
CCCCCn1c(=O)c(C(=O)NCc2ccccc2Cl)c(O)c2ccccc21	12	-7	-2	-9	5	1	7	-2	-3
CSC1=NP(=S)(SC)N(C)c2nc3n(c21)CCC3 (stereo not given)	-6	10	/	-3	0	3	/	/	3
Cc1ccccc1O	/	/	3	17	1	/	3	11	/
c1ccc2c(CNC3CCCCCC3)c[nH]c2c1	-14	6	8	15	-1	5	5	-2	3
CC1(C)C2SCC(=O)N2CCN1CC(=O)NN (stereo not given)	3	-3	6	9	6	6	3	4	5
COc1ccc(/C=C2/C(=O)NC(=O)N(C3CCCCC3)C2=O)cc1CSc1ccccn1	-9	3	/	-11	9	4	/	/	-2
CC1CCSP(=O)(Oc2ccccc2)O1 (stereo not given)	5	8	7	4	1	1	9	6	1
CCCCOc1nc2ccccc2c(=O)n1-c1ccccc1	4	-4	-4	5	6	4	-9	3	1
Cc1ccccc1-n1c(O)c(C=NCCN2CCOCC2)c(=O)[nH]c1=O	6	0	1	-7	0	2	4	-1	-1
O=P(NS(=O)(=O)c1ccccc1)(Oc1ccccc1)Oc1ccccc1	2	7	5	7	-1	10	7	23	1
CCC(C)n1c(O)c(C=NCCN2CCOCC2)c(=O)[nH]c1=S (stereo not given)	7	10	25	2	7	4	7	3	-2
CC(=O)N1CCN(c2ccc([N+](=O)[O-])cc2C=C2C(=O)NC(=O)NC2=O)CC1	2	-8	0	0	2	4	-1	1	3
NS(=O)(=O)c1ccc(N=Cc2c(O)n(-c3ccccc3)c(=O)[nH]c2=O)cc1	-16	4	/	-17	0	-9	/	/	0
CN1CCN(C(=O)COc2ccc3ccccc3c2Br)CC1	4	4	-3	3	3	-3	0	3	-3
CCOC(=O)C1CN(C)CCC1=O (stereo not given)	-5	-1	0	-3	4	-1	1	4	-3
Cc1cccc(-n2c(CN3C(=O)c4ccccc4C3=O)nc3ccccc3c2=O)n1	-6	-4	4	-2	-3	-3	2	10	-2
O=C(O)c1nonc1-c1nonc1C(=O)O	-7	-2	3	3	-3	0	-6	2	0
O=P(Nc1cccnc1)(Oc1ccccc1)Oc1ccccc1	-2	9	1	-7	0	-3	-5	4	-2
CC(=O)Nc1ccc(C(=O)OCC(=O)Nc2ccc(Cl)cc2C(=O)c2ccccc2)cc1	4	-9	69*	-12	-8	-30	-7	-9	-19
Cc1ccc(N2CCN(CCc3ccccc3)CC2)cc1	-1	5	1	9	-1	7	4	0	0
CC(=O)N1CN2CN(C1)CN(C(C)=O)C2	-14	-15	6	8	1	4	5	2	1
COc1ccc(C(CNC(=O)CCc2ccsc2)N(C)C)cc1 (stereo not given)	3	5	4	4	5	-4	0	2	0
COc1cccc(CNCCc2ccccc2)c1OC	-2	-1	10	-10	3	0	6	0	1
C/C(=C/C=C/[C@@H](C)C(=O)O)[C@H]1CN[C@H](C(=O)O)[C@H]1CC(=O)O	0	0	5	-1	10	9	9	-1	5
COCCNP(=O)(c1ccccc1)c1nc2ccccc2s1 (stereo not given)	-22	-2	/	14	7	5	/	/	0
O=C(c1ccc2c3c(cccc13)CC2)C1CCCN(CC2CC2)C1 (stereo not given)	-1	3	7	-5	4	3	0	-4	-1
Cc1cccc(NP(C)(=O)c2nc3c(s2)CCCC3)c1 (stereo not given)	14	5	4	13	3	-1	6	0	-1
CCOC(=O)c1ccccc1N	/	/	-5	4	2	/	0	-1	/
CN(C)CC#CCOCCOCCC#N	6	2	6	-4	0	2	5	2	0
COC(=O)C1=C(c2ccc(F)cc2F)C[C@@H]2CC[C@H]1N2C(=O)N1CCC(O)(c2ccc(Cl)cc2)CC1	16	/	7	11	6	1	12	2	-1
COc1cc(CC(=O)N2C[C@H]3C[C@@H](C2)c2cccc(=O)n2C3)cc(OC)c1OC	-9	/	0	-3	4	-3	7	-2	-1
C[N+]12CCC(CC1)C(=C(c1ccccc1)c1ccccc1)C2	-11	-5	-6	13	-3	-4	3	-1	5
CC[n+]1c(/C=C/N(C)c2ccccc2)sc2ccc(Cl)cc21	7	-4	-37	-39	-10	-20	-43	-23	-5
Fc1ccc(C2N3CCCN23)cc1 (stereo not given)	10	10	1	10	-2	1	2	2	2
O=C(c1ccccc1)N1CCC2(CC1)OCCO2	-3	-7	-3	19	-4	1	3	3	2
COC(=O)C1=C(c2cccc(C#N)c2)C[C@@H]2CC[C@H]1N2C(=O)NC(C)C	1	/	11	4	1	0	1	6	-2
C=C1CC[C@@]2(O)[C@H]3Cc4ccc(O)c5c4[C@@]2(CCN3CC2CC2)[C@H]1O5	-3	2	/	9	-6	-1	/	/	-2
CCOc1cc(CNC(C)C(O)c2ccccc2)cc(Cl)c1OCC (stereo not given)	-13	-2	3	-7	0	6	1	6	4
Cn1cc[n+](C)c1P(=S)(c1ccccc1)c1ccccc1	-23	-2	2	5	2	3	1	3	3
O=C1NC(=O)N(CCC2=CCCCC2)C(=O)/C1=C/c1ccc(O)cc1	-9	6	15	11	1	4	1	11	-1
CN1CCN(c2ccc(C(F)(F)F)cc2N)CC1	13	8	8	-8	2	-2	14	6	-1
O=C(Nc1cccc(OC(=O)N2CCOCC2)c1)N1CCOCC1	12	2	6	-2	2	-3	-4	1	-4
COc1ccccc1-n1c(O)c(/C=N/N2CCCCC2)c(=O)n(-c2ccccc2OC)c1=S	5	-7	4	-3	-3	6	6	5	2
O=C1c2ccccc2C2(c3ccc(Cl)cc3)NCCN12 (stereo not given)	11	-2	3	-9	0	4	8	2	-3
Nc1ccc(C2(c3ccc(N)cc3)c3ccccc3-c3ccccc32)cc1	-5	1	5	15	7	5	1	-3	5

Results in ZTA DNA inh, EBNA-1 inh and pPAFAH FP inh, for 2 of the compounds above:
SMILES,ZTA DNA inh,EBNA-1 inh,pPAFAH FP inh
O=C(c1ccccc1)N1CCC2(CC1)OCCO2,-3,-7,-4
COC(=O)C1=C(c2cccc(C#N)c2)C[C@@H]2CC[C@H]1N2C(=O)NC(C)C,1,/,1

Assay outcomes as filed in PubChem BioAssay.
